IkB sig inh: inhibitors of IkB signaling in ABC-DLBCL cells; ABC-DLBCL IkBa-CBG/CBR dual luciferase ratio, 4 h; response scale: scaled: untreated 0%, proteasome inhibitor 100%; Potency, µM (series often up to 57.1 µM), for the others: top-dose IkBa stabilization activation; 110,000 tested, 0.04% active; AID 445; active means well fitted curve in the direction sought with a large enough effect in the signal ratio, not every such curve was filed as active; inconclusive means small, poorly fitted or top-dose-only effect, or a change in a side signal; the % refers to the signal ratio;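 further: the direction sought is a rising ratio; 0% = basal untreated cells and 100% = reference inhibitor full response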
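Luminescence ratio of IκBα-fused green versus native red beetle luciferase in OCI-Ly3 cells, 4 h post-doxycycline with compound; red signal alone, scaled from basal (0%) to zero light (-100%), flagged nonspecific or cytotoxic effects.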
Imprint erasure: genomic imprint erasure induction | mouse ES Peg3-LacZ reporter, beta-gal luminescence, 40 h | Potency, µM (top dose mostly 60.7 µM), for the others: at the highest dose activity change, positive = activation, actives largely listed as activators | 110,000 tested, 0.02% active | AID 1948;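 further: 0% = negative control wells on the plate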
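Imprint erasure is scored as LacZ activity from the silenced maternal Peg3 allele in feeder-free female ES cells cultured 40 h with LIF. Luminescence is normalized to in-plate negative controls and fitted to the Hill equation.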
p53ts 39C tox: cytotoxicity in p53ts cells at nonpermissive temperature; H1299-p53A138V viability at 39C, ATP luminescence, 24 h; Potency, µM (doses to about 46.1 µM), inactives show at the highest dose activity change, negative = cell killing, hits mostly cytotoxic; 130,000 tested, 1.5% active; AID 902; further: nearly all actives have a fitted effect of over 55% in size
p53ts 32C tox: p53ts cell cytotoxicity, permissive temperature | H1299-p53A138V at 32C, ATP luminescence viability, 24 h | 130,000 tested, 0.93% active | AID 924 | Potency, µM (top dose mostly 46.1 µM), without a hit: top-dose activity change, negative = cytotoxicity, most hits filed as cytotoxic;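 further: 0% = DMSO and -100% = full killing by reference compound; nearly all actives have a fitted effect of over 55% in size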
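ATP-content luminescence (ATPlite) read-out after 24 h compound exposure at 32C in H1299-p53A138V cells (600/well). Tested up to 46 uM. Normalized to DMSO (0%) and 100 uM tamoxifen (100% killing); Hill-fit AC50.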
Starred values were filed as active, the others as inactive; u = inconclusive; x = no result given; & = joins results of further samples; [ ] = another dose, or the depositor's remark. Unless noted, the call rests on the fitted dose curve; in most records, active means well fitted curve in the direction sought with a large enough effect; inconclusive means small, poorly fitted or top-dose-only effect, or another doubt; inactive means no such curve, though single readings can be large; an effect the other way counts as inactive or inconclusive. Unless noted, on the % scale 0 is the no-effect control and ±100 the full control effect; potency means the concentration at half of the fitted maximal effect.

Results follow in this order: Imprint erasure | IkB sig inh | p53ts 39C tox | p53ts 32C tox
> Cn1cccc1Cc1nnc(SCC(=O)NCC2CCCO2)n1-c1ccc(F)cc1 (stereo not drawn)
    -7% | -3.7% | -12% | -6%
> CC(C)NC(=O)C1CCC(Cn2c(=O)c3sccc3n(CC(=O)N3CCCC3)c2=O)CC1 (stereo not drawn)
    -5%[10.9 µM] | 0.5% | -11% | 2%
> COC(=O)c1[nH]c2c(c1C)C(=O)CC(c1cccs1)C2 (stereo not drawn)
    -18% | 0.0% | 2% | 9%
> CCCS(=O)(=O)N1CCC(C(=O)NCc2ccccc2Cl)CC1
    -20% | 1.0% | -13% | -13%
> Cc1ccc2c(c1)c(=O)c1ccccc1n2CCCC(=O)Nc1ccc(Cl)c(Cl)c1
    -9%[10.9 µM] | u | u | -7%
> CCOC(=O)C1CCCN(c2c(N3CCN(C4CCCCC4)CC3)c(=O)c2=O)C1 (stereo not drawn)
    6% | 0.9% | 7% | 7%
> Cc1ccc(CNC(=O)CCN2C(=O)COc3ccc(C)cc32)cc1
    -18%[10.9 µM] | -1.5% | -3% | -1%
> COc1ccc(N2CCN(c3cc(=O)n(Cc4ccc(F)cc4)c(=O)[nH]3)CC2)cc1
    -14% | 2.4% | -4% | 1%
> CCOC(=O)c1c(NC(=O)CCCOc2ccc(C(C)(C)C)cc2)sc2c1CCCC2
    -13%[10.9 µM] | 2.5% | 9% | 4%
> CC1CCCN(C(=O)Cn2c(=O)oc3cc(S(=O)(=O)N4CCCCC4)ccc32)C1 (stereo not drawn)
    -12%[10.9 µM] | u | -24% | 1%

3 entries already listed, sorted by number of heavy atoms, low to high:
Results follow in this order: Imprint erasure | IkB sig inh | p53ts 39C tox | p53ts 32C tox
> COC(=O)c1[nH]c2c(c1C)C(=O)CC(c1cccs1)C2 (stereo not drawn)
    -18% | 0.0% | 2% | 9%
> CCOC(=O)C1CCCN(c2c(N3CCN(C4CCCCC4)CC3)c(=O)c2=O)C1 (stereo not drawn)
    6% | 0.9% | 7% | 7%
> Cc1ccc2c(c1)c(=O)c1ccccc1n2CCCC(=O)Nc1ccc(Cl)c(Cl)c1
    -9%[10.9 µM] | u | u | -7%

Remaining list, next part
Results follow in this order: Imprint erasure | IkB sig inh | p53ts 39C tox | p53ts 32C tox
> COc1ccc(C(=O)c2ccc(N(C)C)cc2)c(OC)c1
    -34%[inhibitor] | u | -14% | 2%
> CC(c1ccccc1F)n1cc(C(=O)NCCc2ccco2)nn1 (stereo not drawn)
    -14% | 0.5% | 1% | 5%
> CCOC(=O)c1csc(NC(=O)CSc2nnnn2-c2ccc(OC)cc2)n1
    1% | 5.4% | -7% | -1%
> O=C(COc1ccc(-c2nnco2)cc1)N1CCN(S(=O)(=O)c2ccc3ccccc3c2)CC1
    -5% | 1.2% | -6% | 1%
> COc1nc(C)ccc1-c1noc(-c2ccco2)n1
    -67%[inhibitor] | -3.4% | 13µM* | 13µM*
> CCOc1cccc(CC(=O)NCc2ccc3c(c2)CCN3C(=O)c2ccc(F)cc2)c1OCC
    -11%[10.9 µM] | -1.4% | -12% | 11%
> O=C(O)c1ccc(Nc2ccnc3cc(Cl)ccc23)cc1O
    -4%[10.9 µM] | 1.1%[11.4 µM] | 13%[9.22 µM] | 6%[9.22 µM]
> CC1=Nn2c(nnc2-c2ccco2)SC1
    -11% | -1.6% | 12% | 6%
> Cc1cc(C)n2c(Nc3c(C)cccc3C)c(-c3ccsc3)nc2n1
    7%[10.9 µM] | 4.5% | 3% | -4%
> CC(C)COC(=O)c1cc(=O)[nH]c2ccccc12
    -7% | -1.2% | -14% | -9%
> Cc1cccn2c(=O)c(C=Nc3ccccc3)c(NCc3ccco3)nc12
    -9% | 7.7% | 10% | 5%
> Cc1cccc(CNc2ccnc(-c3cccc(C#N)c3)n2)c1
    -18% | 6.4%[11.4 µM] | u | 13%
> CC(=O)Nc1ccc(S(=O)(=O)N2CCSC2C(=O)O)cc1 (stereo not drawn)
    -4% | -0.6% | -6% | -4%
> CCOC(=O)C1(CC)NC(c2ccco2)C2C(=O)N(C)C(=O)C21 (stereo not drawn)
    x | x | 13% | 0%
> COC(=O)C1=C(C)N(Cc2ccccc2)C2=C(C(=O)c3ccccc3)C(c3ccccc3)[C@@](O)(C(=O)OC)C(=O)N2C1c1ccccc1 (stereo partly drawn)
    x | x | 0%&-6%[9.22 µM] | 4%&6%[9.22 µM]
> Cc1cccc2sc(N(CCN(C)C)C(=O)c3ccc4c(c3)OCCO4)nc12
    10%[10.9 µM] | -0.1% | -14% | -9%
> CCN1C(C)=C(C(=O)OC)C(c2ccccc2)N2C(=O)[C@](O)(C(=O)OC)CC(C(C)=O)=C12 (stereo partly drawn)
    x | x | 3%[9.22 µM] | -2%[9.22 µM]
> CCN(CC)S(=O)(=O)c1ccc(N2CCCC2)c(C(=O)OCC(=O)/C(C#N)=C(\C)N)c1
    -14% | 0.4% | -4% | 5%
> COc1ccc(CCN2CNc3c(c(=O)n(C)c(=O)n3C)C2)cc1OC
    x | -2.0% | -1% | -5%
> O=c1c(O)c(-c2cc(O)c(O)c(O)c2)oc2cc(O)cc(O)c12
    -12% | -1.1%[11.4 µM] | -9% | -1%
> CCOC(=O)C1CCCN(C(=O)c2cc3c(C)nc4ccccc4c3o2)C1 (stereo not drawn)
    -20% | u | -6% | -6%
> CNC(=O)NC(=O)COC(=O)CCCOc1ccc(OC)cc1
    -8% | -1.1% | 3% | -1%
> NCC1O[C@H](O[C@@H]2C(O)[C@H](O[C@H]3OC(CO)C(O)C(N)C3O)[C@@H](N)C[C@H]2N)[C@@H](N)CC1O (stereo partly drawn)
    2% | x | 6% | -13%
> CCC(C(=O)NC1CCCCC1)N(CC1CCCO1)C(=O)CNS(=O)(=O)c1ccc(OC)cc1 (stereo not drawn)
    -2% | -0.3% | 0% | 4%
> CCOC(=O)c1ccccc1NC(=O)CN1CCCN(Cc2cccc(Cl)c2)S1(=O)=O
    20%[10.9 µM] | -1.7% | -4% | 8%
> COCCn1c(=O)c(-c2ccc(F)cc2)nc2cnc(Oc3ccccc3)nc21
    -7% | -1.6%[11.4 µM] | 3% | 5%
> Cc1ccc(C)c(N2CC(=O)N(c3cc(C)ccc3C)CC2=O)c1
    1% | -1.6% | 16% | 6%
> COC(=O)c1cc2occc2n1Cc1c(F)cccc1Cl
    -13% | -1.1% | -1% | -7%
> COCCCNC(=O)CSc1nc2ccccc2c(=O)n1CCCC(=O)NCC1CCCO1 (stereo not drawn)
    -8% | -0.2% | -7% | 0%
> O=C(CCn1nnc2ccccc21)Nc1nnc(Cc2ccccc2)s1
    -5% | 4.5% | 7% | -4%
> Cc1ccc(N=C2C(=S)N(c3ccc(C)cc3)C(=N)N2/N=C/c2ccc(Cl)cc2)cc1
    x | x | -16% | 2%
> CCOc1ccc(NC(=O)c2ccc(-c3nc(COc4ccccc4)c(C)o3)cc2)cc1
    15%[10.9 µM] | 0.0% | -5% | 1%
> Cc1cccc(N2CCN(c3ncnc4onc(C)c34)CC2C)c1 (stereo not drawn)
    -12%[10.9 µM] | u | 20µM* | u
> CCS(=O)(=O)c1ccc(O)c(NC(=O)c2cc(OC)c(OC)c(OC)c2)c1
    -6% | u | 3% | 1%
> Cc1ccc(-n2nc3c(=O)n(CC(=O)NCC(C)c4ccccc4)nc(C)c3c2C)cc1 (stereo not drawn)
    11%[10.9 µM] | -1.8% | -4% | -2%
> CN(C)c1ccc(C2NCCS2)cc1 (stereo not drawn)
    16% | 0.3% | 8% | -17%
> Fc1ccc(Nc2ccnc(-c3ccccc3C(F)(F)F)n2)cc1
    -3% | 1.6%[11.4 µM] | -17% | -11%
> COc1ccc(CNC(=O)c2ccc3nc(C(C)C)oc3c2)cc1OC
    -13%[10.9 µM] | 1.2% | -15% | -10%
> CCOc1ccc(-n2cc(-c3ccccc3)c3c(NC4CCCCC4)ncnc32)cc1
    -22%[10.9 µM] | -1.9% | -16% | 0%
> O=C(c1ccccc1)c1ccc(OCC(O)CN2CCCCC2)cc1 (stereo not drawn)
    -11% | 1.8% | -19% | -6%
> C=C(C)C1COc2cc3oc(=O)ccc3cc2O1 (stereo not drawn)
    -9% | x | -7% | -6%
> CCCN1CCN(C(=O)Cn2c(=O)oc3cc(S(=O)(=O)NCc4ccccc4)ccc32)CC1
    -14% | -0.9% | 0% | -2%
> Cc1ccc(Sc2ccc(N3CCCC(C(=O)Nc4ccc(F)cc4F)C3)nn2)cc1 (stereo not drawn)
    3%[10.9 µM] | u | 13% | 12%
> CO[C@H]1COC(=O)[C@@H](Cc2ccccc2)NC(=O)[C@@H](C)COC(=O)C/C=C\[C@@H]1C
    x | x | 7%[9.22 µM] | -3%[9.22 µM]
> CC(NC(=O)c1ccccc1Cl)C(=O)O (stereo not drawn)
    -2% | -1.4% | 3% | -5%
> Cc1ccc2onc(CC(=O)N3CCN(c4cccc(C)c4C)CC3)c2c1
    -11%[10.9 µM] | 0.5% | -9% | 3%
> O=C(c1ccccc1Cl)N1CCC(c2nc3c(nnn3Cc3ccco3)c(=O)[nH]2)CC1
    -13% | -2.6% | -2% | 1%
> Cc1cccc(NC(=O)Cn2cccc2)c1
    -24% | -0.2% | -11% | -7%
> Cc1cc(C)c2c(=O)[nH]c(SCC(=O)N3CCCCC3)nc2n1
    -4% | 2.1% | 12% | 2%
> Cn1c(=O)c2cc(C(=O)Nc3cccc(C#N)c3)sc2c2ccccc21
    9%[10.9 µM] | u | 22% | 12%

Carrying on:
Results follow in this order: Imprint erasure | IkB sig inh | p53ts 39C tox | p53ts 32C tox
> COCCCn1c(SCC(=O)N(C)C)nnc1-c1ccccc1
    0% | 2.2% | 1% | 0%
> O=c1c(-c2ccc(Cl)cc2)nc2cncnc2n1Cc1ccccc1Cl
    x | 2.6%[11.4 µM] | -14% | -3%
> CNS(=O)(=O)c1cccc(C(=O)OC2CCCCC2=O)c1 (stereo not drawn)
    5% | 3.4% | -9% | -4%
> Cn1c(NCCN)nc2c1c(=O)n(Cc1ccccc1)c(=O)n2C
    -7%[10.9 µM] | -1.6% | -30% | -7%
> Cc1cc(C)n(-c2nc3ccccc3nc2N2CCN(C(=O)c3ccccc3)CC2)n1
    -3% | 1.1% | 14% | 6%
> COc1ccc(C(=O)Nc2ccncc2)cc1OC
    -80%[inhibitor] | 3.0% | 3% | 4%
> COC(=O)c1ccc(NC(=O)CN(C)S(=O)(=O)c2ccc(OC)c(C)c2)cc1
    -13% | u | -1% | 9%
> CC(C)OCCCn1c(SCC(=O)Nc2ccc(F)cc2)nc2c(sc3ccccc32)c1=O
    -16%[10.9 µM] | -0.4% | -9% | 5%
> COc1ccc2cnn(Cc3ccccc3)c(=O)c2c1OC
    -4% | 1.7% | -19% | 3%
> O=C(NCCc1ccc(Cl)cc1)c1ccc2c(c1)N(Cc1ccc(F)cc1)C(=O)CS2
    -20%[10.9 µM] | -1.1% | 2% | -3%
> CCOC(=O)N1CCC(NC(=O)c2cnn(-c3ccc(C)cc3)c2C2CCN(C(=O)OC(C)(C)C)CC2)CC1
    -8%[10.9 µM] | u | 19% | 2%
> Cc1nc2ccccn2c(=O)c1NC(=O)c1c(F)cccc1F
    -2%[10.9 µM] | -2.9% | 12% | 4%
> COC(=O)[C@@H]1C[C@@]2(O)[C@H](O)[C@H](O)[C@H](O)C[C@H]2N1Cc1cc(OC)cc(OC)c1
    -13% | x | -2% | -10%
> c1ccc(CNc2nc3ccccc3n2CCN2CCOCC2)nc1
    4% | 2.0% | 8% | 9%
> C=C(C)COc1ccc(-c2[nH]ncc2-c2ccc(OC)c(OC)c2)c(O)c1
    -17% | u | u | 8%
> CN1C(C)(C)CCCC1(C)C
    u | 2.0%[25.6 µM] | -3% | 2%
> Cc1ccc(C(=O)OCC(=O)NCc2ccc3c(c2)OCO3)s1
    -6% | 5.4% | -11% | 1%
> COc1cccc(/C(O)=C2/C(=O)C(=O)N(c3cc(C)on3)C2c2cccs2)c1 (stereo not drawn)
    -8% | 1.4% | -4% | -2%
> CCOC(=O)N1CCC(c2nc3ccccc3[nH]2)CC1
    5% | 0.0% | 7% | 7%
> NC(=O)c1nn(-c2ccccc2)nc1N
    -22% | -0.1% | 1% | 8%
> N/C(Cn1nnc(-c2ccccc2)n1)=N\O
    -4% | -0.8% | 4% | 2%
> O=C(NCCSCc1ccco1)Nc1cccc(Cl)c1
    -16% | -1.9% | -9% | 3%
> Cc1ccccc1-n1c(SCc2ccc(Cl)cc2)nc2[nH]ncc2c1=O
    -11%[10.9 µM] | u | -11% | 27%

Screening results: PubChem, National Center for Advancing Translational Sciences (NCATS)
